ST2 IL33 inh: blocks human ST2 binding to IL-33. AlphaLISA ST2-Fc/biotin-IL-33 interaction, 1 h. inhibition, % for hits at 17 µM. Q01638. 78,000 compounds, 2.3% hits; in the data active means inhibition above about 30%; inconclusive means mostly about 10% to 28%
Target sequence (Q01638 whole entry, looked up): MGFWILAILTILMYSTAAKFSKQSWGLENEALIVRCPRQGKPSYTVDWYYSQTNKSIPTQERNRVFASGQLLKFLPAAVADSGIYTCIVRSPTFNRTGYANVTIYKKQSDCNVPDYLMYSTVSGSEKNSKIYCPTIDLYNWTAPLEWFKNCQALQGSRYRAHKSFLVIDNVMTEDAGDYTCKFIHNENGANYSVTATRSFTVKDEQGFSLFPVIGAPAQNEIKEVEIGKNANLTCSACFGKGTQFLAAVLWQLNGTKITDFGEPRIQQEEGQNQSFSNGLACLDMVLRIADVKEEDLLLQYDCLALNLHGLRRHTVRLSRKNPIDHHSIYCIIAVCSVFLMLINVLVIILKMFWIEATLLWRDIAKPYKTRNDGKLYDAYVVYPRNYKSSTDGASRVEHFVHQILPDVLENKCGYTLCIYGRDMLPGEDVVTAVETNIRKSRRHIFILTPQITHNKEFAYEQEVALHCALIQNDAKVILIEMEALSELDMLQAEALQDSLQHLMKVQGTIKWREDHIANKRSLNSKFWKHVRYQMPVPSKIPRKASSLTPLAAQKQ
* = called active by the depositor; i = inactive; ? = inconclusive. These rows are one share of the data; rates above refer to the full screens.

SMILES | ST2 IL33 inh
CC(C)(C)C(=O)Nc1ccc(C(=O)Nc2ccc(OCC(=O)O)cc2)cc1 | i
O=C(CCCCN1Cc2ccccc2C1=O)NC1CCc2ccccc21 (centres undefined) | i
N#Cc1ccc(NC(=O)c2cc(-c3ccc(Br)cc3)on2)cc1 | i
C=CCc1cc(C=O)cc(OCC)c1O | i
COc1ccc(N2C(=O)CC(C(=O)N3CCCCC3C)C2c2ccc(F)cc2)cc1 (centres undefined) | i
CC1=CC=CN2CC(O)CN=C12 (centres undefined) | i
COc1cccc(Cn2c(CNC(=O)c3ccccc3Br)nc3cccnc32)c1 | i
COc1cc2c(cc1OC)C(C(=O)NCCC1=CCCCC1)C(c1cccs1)N(C)C2=O (centres undefined) | i
COc1cc2c(cc1OC)C(C(=O)NC1CCCC(C)C1C)C(c1cccs1)N(C)C2=O (centres undefined) | i
CS(=O)(=O)Nc1cc(-c2noc([C@@H]3CCCN3Cc3ccc(S(C)(=O)=O)cc3)n2)ccn1 | i
COc1cc(C)c(CN2CCc3c([nH]c4ccccc34)C2)cc1C | ?
COc1cc(CN2CCC(N3CCCCC3)CC2)cc(OC)c1OC | i
CCOc1ccccc1CN1CCNC(=O)C1CC(=O)NCC(C)(C)CN(C)C (centres undefined) | i
O=C1c2ccccc2C(=O)N1C1C(=O)N(c2ccc(Br)cc2)C1c1ccc(F)cc1 (centres undefined) | ?
C/C(=C\c1ccccc1)CN1CCN(c2ncccn2)CC1 | i
Cc1ccccc1Oc1ncccc1CNC(=O)Cn1cccnc1=O | ?
COCCNC(=O)c1nn2c(c1Cl)NC(c1ccc(Cl)cc1)CC2C(F)(F)F (centres undefined) | i
Cc1nc(/C(N)=N/OC(=O)Cc2ccccc2)no1 | i
CCN(CC)C(=O)CN(c1ccccc1)S(=O)(=O)c1cc(Br)ccc1OC | i
O[C@]12CCCC[C@H]1CN(Cc1cccc3c1OCO3)CC2 | i
O=C(CCCc1ccccc1)Nc1ccccc1 | i
Cc1cc(CN(C)CC(=O)NCCc2cccc(Cl)c2)n[nH]1 | ?
COc1cccc(CN2CCc3nnc(C(C)NC(=O)CCc4ccccc4)n3CC2)c1O (centres undefined) | i
COc1ccc(OC)c(-c2cc(C(=O)NCCN3CCOCC3)no2)c1 | i
CCOc1ccc2c(c1)sc(=NC(=O)c1cccc(N3C(=O)CCC3=O)c1)n2C | i
CC(=O)c1cccc(N2C(=O)[C@@H]3[C@@H](CCN3C(=O)C(C)(C)C)N(Cc3cccc(F)c3)C2=O)c1 | ?
CCOC(=O)C1=C(c2ccccc2)OC(N)=C(C#N)C1c1ccc(F)c(Br)c1 (centres undefined) | i
CCN(CC)Cc1cnc2c(C(=O)Nc3cccc4cc(C)oc34)cnn2c1 | i
COc1ccc(Nc2c(-c3ccco3)nc3ccc(Br)cn23)cc1 | i
COc1ccc(-c2csc(/C(C#N)=C\c3ccc(Br)cc3)n2)cc1 | ?
O=C1CC(c2ccccc2-c2ccccc2)c2c(n[nH]c2C(=O)O)N1 (centres undefined) | ?
CCCS(=O)(=O)NCc1cccnc1Oc1ccc(C)c(F)c1F | i
COc1cccc(OCc2nc(C(=O)N3CCCC3c3nccs3)co2)c1 (centres undefined) | i
CCCCOc1ccc(C(=O)N2CCN(S(=O)(=O)c3cc4c5c(c3)CCN5C(=O)CC4)CC2)cc1 | i
CC1CCCC(NC(=O)C2(C)CCC(=O)N2CCc2ccc(Cl)cc2)C1C (centres undefined) | i
Cc1cc(C)c(C(N)=O)c(SCC(=O)c2ccc(Cl)cc2)n1 | i

Part of the list above, reformatted.
C=CCc1cc(C=O)cc(OCC)c1O
  ST2 IL33 inh: i
C/C(=C\c1ccccc1)CN1CCN(c2ncccn2)CC1
  ST2 IL33 inh: i
COc1ccc(OC)c(-c2cc(C(=O)NCCN3CCOCC3)no2)c1
  ST2 IL33 inh: i
CC(=O)c1cccc(N2C(=O)[C@@H]3[C@@H](CCN3C(=O)C(C)(C)C)N(Cc3cccc(F)c3)C2=O)c1
  ST2 IL33 inh: ?

(continued)
SMILES | ST2 IL33 inh
CCSCCOC(=O)C1=C(C)NC2=C(C(=O)CCC2)C1c1coc2ccc(C)cc2c1=O (centres undefined) | ?
COc1ccccc1-c1coc2c(CN(C)C)c(O)ccc2c1=O | i
COc1ccccc1CNCc1cc(Br)ccc1OC | i
O=C(O)c1ccc2c(c1)n(CCN1C[C@H]3CC[C@@H]1C3)c(=O)n2C1CCCCC1 | ?
COC(=O)c1cccc(C2CC(=O)Nc3c2cnn3CC2CCCCC2)n1 (centres undefined) | ?
CC(C)(Oc1ccc(Cl)cc1)C(=O)n1nnc2ccccc21 | i
COc1ccc(C(=O)NC[C@H]2O[C@@H](CO)[C@@H](O)[C@H]2N2CCN(c3ccccc3)CC2)cc1 | i
NC(=O)COc1ccc(C(=O)N[C@@H]2CN(Cc3ccc(CO)o3)CCC[C@H]2O)cc1 | i
CC(C)C(=O)Nc1c2c(nn1-c1ccc(Oc3ccccc3)cc1)CSC2 | i
CCn1cc(S(=O)(=O)N2CCN(c3cc(-c4cccc(OC)c4)ncn3)CC2)cn1 | ?
COc1ccc(C2=NN3COc4ccccc4C3C2)cc1 (centres undefined) | ?
COc1ccc(-n2ncc3c(NC(C)C)ncnc32)cc1 | i
CCCCOc1ccc(/C=c2\sc3nc(-c4cccnc4)nn3c2=O)cc1OC | i
NC(=O)N1c2ccccc2C=Cc2ccccc21 | ?
O=C(Nc1nnc(N=Cc2ccco2)s1)c1ccc(-c2ccccc2)cc1 | i
COCCN(Cc1c(C)nn(C)c1C)C(=O)[C@H]1Cc2ccccc2CN1 | i
Cc1ccc(S(=O)(=O)Nc2cccc(F)c2)cc1 | ?
CCOc1ccccc1CNC(=O)CN1C(=O)C(CC)=C(c2ccc(OC)cc2)S1(=O)=O | i
Cc1ccc(OCC(=O)Nc2sc(C)c(C)c2C(N)=O)c(Br)c1 | i
Cc1ccc2nc(C)cc(Nc3ccccc3)c2c1 | i
Cc1ccc(S(=O)(=O)C2(C(=O)N3CCCCC3)CC2)cc1 | i
CCOc1ccc(CN2CCN(CC3CCCCC3)C(CCO)C2)cc1CO (centres undefined) | ?
Cc1cccn2cc(C(=O)N3CCCC(N4CCc5ccccc5C4)C3)nc12 (centres undefined) | i
O=C(Nc1cc(F)ccc1F)c1cnn(-c2ccccc2)c1C1CCNCC1 | ?
CCCCc1ccc(NC(=O)c2cnc3n(c2=O)CCS3)cc1 | i
Cc1cc(C)c(CN2CCN(Cc3ncccc3C)CC2)c(-n2cccn2)c1 | i
Cc1c(NC(=O)CN2C(=O)c3cccc([N+](=O)[O-])c3C2=O)c(=O)n(-c2ccccc2)n1C | i
CCn1nc(-c2ccc(OC)c(OC)c2)c2c(=O)n(C)c(=O)[nH]c21 | i
Cc1cc(C)c(S(=O)(=O)NCCn2c(CCc3ccccc3)nc3cccnc32)cc1C | ?
O=C1c2ccccc2C(=O)N1c1nc2nccc(-c3ccccc3)n2n1 | ?
O=C(CCN1CCOCC1)NCC1OCCc2ccccc21 (centres undefined) | i
CN(C)c1nc2c(c(-c3ccccc3CN3CCOCC3)n1)CCCC2 | i
Brc1ccc2nc3c(n2c1)CCCC3 | i
Cc1ccc(COc2ccc(/C=C3\SC(=O)N(CC(=O)N4CCOCC4)C3=O)cc2)cc1 | i
COCc1nc(N2CCN(C(=O)C3CCCO3)CC2)c2cnn(C)c2n1 (centres undefined) | i
COc1ccc(NC(=O)c2cc3ccccc3o2)cc1 | i
O=C1C2C3C=CC(C3)C2C(=O)N1Cc1ccc(CN2C(=O)C3C4C=CC(C4)C3C2=O)cc1 (centres undefined) | i
Cc1ccc(C2c3sc(=O)[nH]c3SC3C4CC([C@@H]23)[C@H]2C(=O)N(CCC(=O)O)C(=O)[C@@H]42)cc1 (some centres undefined) | i
C=CCNC(=O)c1ccc2c(=O)n(CCOC)c(=O)[nH]c2c1 | ?
CCOc1ccc(NS(=O)(=O)c2ccc([N+](=O)[O-])cc2)cc1 | ?
CCCNC(=O)c1noc2c1CCc1cc(OC)ccc1-2 | i
CCN(CC)CCn1c(SCC(=O)N2CCC(C)CC2)nc2c(sc3ccccc32)c1=O | i
CC1=C(C(=O)Nc2ccccn2)C(c2ccc(Cl)cc2)C2=C(CC(C)(C)CC2=O)N1 (centres undefined) | ?
CCOc1ccc(NC(=O)CC(=O)N2CCCn3cncc3C2)cc1 | i
O=C(O)c1ccc(CN2CC[C@H](c3nnc(-c4ccco4)o3)C2)cc1 | i
CC(C)(C(=O)N1CC[C@H]2CC[C@@H](C1)N2)c1ccccc1 | i
CC(Oc1ccccc1)C(=O)Nc1nnc(C(C)(C)C)s1 (centres undefined) | i
Cc1cc(OCC(=O)Nc2ccc(F)cc2F)cc(C)c1Br | i
Cn1c(=O)[nH]c(=O)c2c1nc(N1CCCCC1)n2CCSc1ncccn1 | i
CCOC(=O)c1c(-c2ccccc2)oc2ccc(O)c(CN3CCCCC3)c12 | i
CN1CCN(c2nc3c(c(=O)[nH]c(=O)n3C)n2CCSc2ncccn2)CC1 | i
CCOc1cc(C)c2c(=O)c(Oc3ccccc3)c(C)oc2c1 | i
CCCCCCCCCCC/C=C\C(C)(C)/C=C\CCCC(=O)O | i
CC(=O)c1cccc(NC(=O)C(Cc2ccccc2)NS(=O)(=O)c2cccs2)c1 (centres undefined) | i
Cc1nccn1-c1ccc(CNC(=O)C2CCC(=O)N(Cc3ccccc3F)C2)cc1 (centres undefined) | ?
O=C(Cc1ccc(F)cc1)N1CCCC1 | ?
Cc1c(C)n(CC(O)CN2CCCCCC2)c2ccccc12 (centres undefined) | ?
O=c1nc(-c2ccccc2)cc(-c2ccc(Br)cc2)[nH]1 | i
O=C(Nc1sc2c(c1C(=O)O)CCCC2)c1cccc(Cl)c1 | i
CC12CC(NC(=O)N1C1CCCCC1)c1cc(Br)ccc1O2 (centres undefined) | i

Additional structures.
SMILES | ST2 IL33 inh
CCn1ccnc1CNc1nc2nonc2nc1N1CCCC1 | i
CC(=O)N1CCN(Cc2c(F)cccc2F)CC1 | i
COc1ccc(C2=Nn3c(C)nnc3SC2)cc1 | ?
O=C(NC1CCCCC1)c1cccc(S(=O)(=O)N2CCOCC2)c1 | i
COc1ccccc1Cc1noc(COc2cccc(C)c2C)n1 | i
C=CCc1cc(OC)ccc1OCCN1CCOCC1 | i
CC(=O)N1CCC(N2CC[C@H](c3nnc(-c4cccnc4)o3)C2)CC1 | i
COCC(=O)Nc1ccc(S(=O)(=O)Nc2nccc(C)n2)cc1 | i
COc1ccc(Cn2c(CNC(=O)c3ccc(OC)cc3)nc3cccnc32)cc1 | i
O[C@@H]1C[C@@H](c2nc(-c3ccccc3)no2)N(Cc2c[nH]c3ccccc23)C1 | 38%*
CCN(CC)c1ncnc2c1cnn2-c1cccc(C)c1 | i
COCc1nc(NCc2cnc(C)cn2)c2cnn(C)c2n1 | ?

Reprinted from the part before: 3 compounds; new compounds follow.
SMILES | ST2 IL33 inh
O[C@@H]1C[C@@H](c2nc(-c3ccccc3)no2)N(Cc2c[nH]c3ccccc23)C1 | 38%*
CCN(CC)c1ncnc2c1cnn2-c1cccc(C)c1 | i
COCc1nc(NCc2cnc(C)cn2)c2cnn(C)c2n1 | ?
O=S(=O)(c1ccc(F)cc1)N1CCSC1c1ccc2c3c(cccc13)CC2 (centres undefined) | ?
CC(C)(C)OC(=O)N1CCCC1C(=O)O (centres undefined) | i
Cc1ccc(CNC(=O)c2cc3c(-c4ccc(Cl)cc4)nn(C)c3s2)o1 | i
O=C(Cn1ccc2ccccc2c1=O)NCC(=O)Nc1ccc(F)cc1F | i
O=c1oc2ccccc2cc1-c1csc(Nc2ncccn2)n1 | 34%*
Cc1cc(C)c(CNCc2noc(-c3ccco3)n2)c(C)c1CO | i
CC(=O)NC(C)c1ccccc1 (centres undefined) | i
CC(C)(CO)Cc1cc(C(C)(C)C)c(O)c(C(C)(C)C)c1 | i
COc1ccc(C2CC(=O)N3CN(c4ccc(OC)cc4)CSC3=C2C#N)cc1 (centres undefined) | ?
CCOc1ccc2nc(N3CCCC(C(=O)N4CCC(C(=O)N5CCOCC5)CC4)C3)nc(C)c2c1 (centres undefined) | i
O=C(NCC(c1ccccc1)c1ccccc1)c1cn(CC2CCCO2)nn1 (centres undefined) | i
Cc1ccc(Nc2c(-c3ccc(N4CCOCC4)cc3)nc3cnccn23)cc1 | i

2 compounds drawn at random from the list so far, as already listed:
SMILES | ST2 IL33 inh
COc1ccc(C2CC(=O)N3CN(c4ccc(OC)cc4)CSC3=C2C#N)cc1 (centres undefined) | ?
O=C(Cn1ccc2ccccc2c1=O)NCC(=O)Nc1ccc(F)cc1F | i

No new results follow: an excerpt of the list.
SMILES | ST2 IL33 inh
Cc1ccc(CNC(=O)c2cc3c(-c4ccc(Cl)cc4)nn(C)c3s2)o1 | i
O=C(Cn1ccc2ccccc2c1=O)NCC(=O)Nc1ccc(F)cc1F | i
O=c1oc2ccccc2cc1-c1csc(Nc2ncccn2)n1 | 34%*
Cc1cc(C)c(CNCc2noc(-c3ccco3)n2)c(C)c1CO | i
CC(=O)NC(C)c1ccccc1 (centres undefined) | i

Later entries
SMILES | ST2 IL33 inh
Cc1ccc(-n2c(/C=C/N(C)C)c([N+](=O)[O-])c3ccc(O)c(CN(C)C)c32)cc1 | i
COc1ccc([N+](=O)[O-])cc1NC(=O)c1cc2cc3ccc(C)cc3nc2s1 | 46%*
CC(C)N(Cc1nc(-c2ccc(Cl)cc2)no1)C(=O)c1cccs1 | i
COc1cc2ccc(=O)oc2c(O[C@@H]2O[C@H](CO)[C@@H](O)[C@H](O)[C@H]2O)c1O | i
CCOC(=O)c1c(C)n(-c2ccc(OCC)cc2)c2ccc(OC)cc12 | i
O=C1OC(c2cccc(I)c2)=N/C1=C\C=C\c1ccccc1 | ?
COc1ccc(CN2CCN(c3ncccn3)CC2)cc1C | i
CC1(C)CC(NC(=O)CC(c2ccccc2)c2ccccc2)CC(C)(C)N1 | i
CCc1cc(C(=O)N2CCCC(N3CCN(c4cccc(C(F)(F)F)c4)CC3)C2)n(C)n1 (centres undefined) | i
CCOc1ccc(Br)cc1S(=O)(=O)N1CCN(c2nc(C)cc(N3CCCCC3)n2)CC1 | ?
CCc1ccc(CN2CCCC(CO)C2)cc1 (centres undefined) | i
COc1ccc2c(=O)c(-c3ccccc3)c(C)oc2c1C | i
